Epigenetic derep = regulators of epigenetic silencing causing reporter derepression in mouse cells | Potency, µM (titrated, usually from 53.9 µM), for the others: at the highest dose GFP activation, most hits filed as activators | actives 0.2% (n = 280,000) | murine LDR cells, GFP reporter derepression, 30 h; also: potency is read from the fitted curve at half-maximal effect; % of control where 0% means no effect; nearly all actives have a fitted effect of over 60% in size
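Readout is the number of GFP-expressing murine LDR cells, counted by cytometry following washing. Cells were treated with compound for 30 h at 37 C; the stably integrated CMV-GFP locus is normally silent.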
CBFb-RUNX1 inh = CBF-beta/RUNX1 interaction disruption. AID 1477. Potency, µM (doses to about 59.8 µM), for the others: top-dose activity, negative = inhibition, usual class: inhibitors. 230,000 tested, under 10 active. AlphaScreen CBFb-His/RUNX1-biotin binding, biochemical; also: % of control where 0% means no effect
Target sequence (Q01196 whole entry, looked up): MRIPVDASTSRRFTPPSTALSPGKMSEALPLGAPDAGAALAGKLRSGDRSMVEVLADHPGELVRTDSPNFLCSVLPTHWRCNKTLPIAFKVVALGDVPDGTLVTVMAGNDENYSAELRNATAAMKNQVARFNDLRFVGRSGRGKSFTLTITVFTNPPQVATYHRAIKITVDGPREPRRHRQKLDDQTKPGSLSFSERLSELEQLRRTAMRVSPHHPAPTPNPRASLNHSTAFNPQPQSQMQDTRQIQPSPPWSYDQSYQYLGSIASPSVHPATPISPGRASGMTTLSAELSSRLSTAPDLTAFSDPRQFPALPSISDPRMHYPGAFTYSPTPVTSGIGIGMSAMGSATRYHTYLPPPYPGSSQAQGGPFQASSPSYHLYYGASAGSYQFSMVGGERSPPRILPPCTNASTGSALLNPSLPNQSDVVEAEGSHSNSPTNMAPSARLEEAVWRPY
Target sequence (Q13951 whole entry, looked up): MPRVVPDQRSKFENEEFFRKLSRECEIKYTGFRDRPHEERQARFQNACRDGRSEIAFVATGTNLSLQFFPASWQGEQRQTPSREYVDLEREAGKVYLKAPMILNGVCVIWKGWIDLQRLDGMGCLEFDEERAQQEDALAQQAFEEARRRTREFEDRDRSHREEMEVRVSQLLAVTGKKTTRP
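CBFb-His/RUNX1-biotin, 30 nM each, preincubated 20 min RT; compound 15 min RT; Ni + streptavidin beads 50 ng each, 90 min RT; AlphaScreen read.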
Tau FP inhib = inhibitors of human tau fibril formation; AID 1468; actives 0.39% (n = 280,000); Potency, µM (series often up to 57.7 µM), inactives show at the top dose activity, negative = inhibition, usual class: inhibitors; K18 P301L tau heparin fibrillization, Alexa594 FP, 6 h; also: potency is read from the fitted curve at half-maximal effect; % is scaled to controls: 0 for no effect and ±100 for the full control effect; nearly all actives have a fitted effect of over 55% in size
Target sequence (P10636 561-689 P618L limits assumed): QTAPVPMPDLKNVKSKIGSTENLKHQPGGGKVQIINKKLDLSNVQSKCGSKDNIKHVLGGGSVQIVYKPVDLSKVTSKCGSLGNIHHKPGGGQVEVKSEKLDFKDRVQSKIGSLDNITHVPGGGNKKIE
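Human tau K18 […] P301L fragment, 15 uM unlabeled plus 0.24 uM Alexa 594-labeled tau (final), with compound and 20 uM heparin in 100 mM sodium acetate pH 7; 6 hr at 37 C, then Alexa 594 FP read.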
TexasRed fluor = Texas Red fluorescence interference in TRb-SRC2 counter-screen. Potency, µM (doses to about 106 µM), without a hit: top-dose fluorescence change, negative = quenching. AID 1479. actives 0.29% (n = 280,000). TRb/SRC2 Texas Red total fluorescence interference; active = well fitted curve in either direction with a large enough effect; inconclusive = small, poorly fitted or top-dose-only effect; also: potency is read from the fitted curve at half-maximal effect; % is scaled to controls: 0 for no effect and ±100 for the full control effect
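Flags fluorescent or light-absorbing compounds by total fluorescence, S + 2P, at 555 nm excitation and 632 nm emission. Mixture: 20 nM Texas Red SRC2 peptide, 0.6 uM human TRb LBD, 1 uM T3, 5% DMSO; compound exposure 5 h at ambient temperature.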
Tau fluor counter = counter-screen for tau fibril formation inhibitors. tau K18 P301L Alexa594 fluorescence, heparin fibrillization. Potency, µM (series often up to 57.7 µM), for the others: at the highest dose activity change, negative = decrease. actives 0.93% (n = 280,000). AID 1463; also: potency is read from the fitted curve at half-maximal effect; % is scaled to controls: 0 for no effect and ±100 for the full control effect; nearly all actives have a fitted effect of over 55% in size
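Human tau K18 P301L (15 uM unlabeled, 0.24 uM Alexa 594-labeled) in 100 mM sodium acetate pH 7 with 20 uM heparin, 6 hr at 37 C. ThT 30 uM added, 1 hr ambient; Alexa 594 FP and total fluorescence read at 555/632 nm.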
TRb-SRC2 inh = inhibitors of human thyroid hormone receptor beta-SRC2 interaction | P10828 | TRbeta-SRC2 peptide binding, fluorescence polarization; receptor liganded with 1 µM T3 | Potency, µM (titrated, usually from 106 µM), without a hit: at the top dose activity change, negative = inhibition, hits mostly inhibitors | actives 0.065% (n = 280,000) | AID 1469;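 also: potency is read from the fitted curve at half-maximal effect; plate controls were bound peptide for no effect and peptide without receptor for full effect; nearly all actives have a fitted effect of over 50% in size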
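Fluorescence polarization of 20 nM Texas Red SRC2 peptide (20-aa NR interaction domain) bound to 0.6 uM human TRb ligand-binding domain, with 1 uM T3, after 5 hr at ambient temperature; inhibition seen as decreased polarization.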
NPSR antagonist = blocks cAMP signaling of the human neuropeptide S receptor; Q6W5P4; CHO-NPSR cells, cAMP TR-FRET, antagonist mode; Potency, µM (top dose mostly 38.3 µM), for the others: at the top dose activity change, negative = inhibition, most hits filed as inhibitors; actives 1% (n = 220,000); AID 1461; also: potency is read from the fitted curve at half-maximal effect; % is scaled to controls: 0 for no effect and ±100 for the full control effect; nearly all actives have a fitted effect of over 50% in size; many of its hits are not listed in these tables
GLA spleen mod = inhibits or activates alpha-galactosidase in human spleen homogenate; P06280; human spleen homogenate, 4MU-alpha-Gal fluorescence, 40 min; Potency, µM (doses to about 80 µM), inactives show at the highest dose activity change, negative = inhibition, actives largely listed as inhibitors; actives 0.008% (n = 240,000); AID 2107;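 also: potency is read from the fitted curve at half-maximal effect; 0% = enzyme with vehicle and -100% = no enzyme basal signal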
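qHTS titration in buffer at pH 5.0. Alpha-galactosidase activity in spleen homogenate was measured via 4-methylumbelliferone release from 1 mM fluorogenic substrate after 40 min at 37C and a pH 10 stop. AC50 came from Hill fits of control-normalized data.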
An asterisk follows results filed as active; ? = inconclusive; . = no result given; [ ] = dose if it differs, or a comment. Unless noted, calls follow the shape of the dose curve; as a rule, active = well fitted curve in the direction sought with a large enough effect; inconclusive = small, poorly fitted or top-dose-only effect, or another doubt; inactive = no such curve, though single readings can be large; an effect the other way counts as inactive or inconclusive. These rows are one share of the data (hit frequency here may not be typical).

SMILES	Epigenetic derep	CBFb-RUNX1 inh	Tau FP inhib	TexasRed fluor	Tau fluor counter	TRb-SRC2 inh	NPSR antagonist	GLA spleen mod
Cc1ccc(C)c(NC(=O)COc2cccc3c2CCN(Cc2ccccc2)C3=O)c1	-1.0%	2.0%	-4.2%	2.8%	-9.7%	-9.1%	-19.3%	8.8%
COc1cc2c(cc1NC(=O)COC(=O)[C@@H](NC(=O)c1ccccc1F)C(C)C)oc1ccccc12	3.3%	1.7%	-8.8%	1.4%	?	6.2%	-43.9%	1.2%
COc1cccc(OCc2cc(/C=N/NC(=O)c3nc(Cl)c(Cl)c(N)c3Cl)ccc2OC)c1	2.4%	-3.7%	?	-0.1%	?	2.6%	-12.2%[46.1 µM]	-0.8%
COc1ccccc1N(CC(=O)Nc1ccc(C)c(Cl)c1)S(=O)(=O)c1ccc(C)cc1	-0.7%	.	-14.4%	0.8%	-25.4%	4.0%	.	.
O=C(CSc1cccc2cccnc12)OCC(=O)c1ccccc1	?	-11.2%	5.2%	-3.1%	-15.5%	-7.1%	-10.8%[46.1 µM]	1.7%
O=C1NC(=O)C2C1C(c1ccc([N+](=O)[O-])cc1)=NN2Cc1ccccc1 (stereo not given)	-0.4%	4.3%	-3.9%	-4.7%	?	1.1%	-14.8%	0.5%
CCc1nnc(NS(=O)(=O)c2ccc(NC(=O)c3ccccc3)cc2)s1	4.3%	1.0%	1.4%	-1.9%	10.2%	5.6%	-7.8%	4.5%
Cc1ccc([N+](=O)[O-])cc1NC(=O)CN1CCC(C)CC1	-0.7%	2.1%	0.1%	-5.4%	0.5%	-3.5%	-3.3%[46.1 µM]	2.8%
CCC(C(=O)Nc1cc(C(F)(F)F)ccc1Cl)n1nc(C)c2sc3ccccc3c2c1=O (stereo not given)	5.0%	.	-11.2%	1.1%	-8.6%	-3.2%	.	.
O=C(NCc1ccc2c(c1)OCO2)NC1CCCCC1	3.0%	-1.1%	1.0%	-2.0%	-2.8%	-9.4%	-1.5%	-4.1%
Fc1ccc(NC(=S)N2CCCN(c3ccc(C(F)(F)F)cn3)CC2)c(F)c1	1.1%	10.9%	-0.5%	1.5%	-20.6%	7.4%	32.5%	-9.8%
Cn1c(SCC(N)=O)nc2c([nH]c3ccccc32)c1=O	1.4%	.	-8.1%	-4.8%	-4.2%	3.2%	.	.
CCOC(=O)c1c(C)[nH]c(C)c1C(=O)COC(=O)c1cccc(C)c1O	-1.8%	2.1%	-14.6%	1.7%	?	-6.7%	-11.2%	4.5%
Cc1ccc(N2CC(C(=O)NCc3cccnc3)CC2=O)cc1 (stereo not given)	0.0%	0.8%	-0.2%	0.5%	3.2%	3.6%	0.7%[46.1 µM]	-17.2%
CCN(C(=O)Cn1c(SCc2ccccc2F)nc2cccnc21)c1ccccc1	-1.2%	.	2.4%	?	2.1%	-2.2%	.	.
O=C(Nc1ccc2ccccc2c1)c1cccc(F)c1	0.1%	5.7%	12.2%	-4.2%	-27.5%	12.1%	14.7%	1.8%
O=C(NCCOC(=O)c1ccccc1C(=O)OCCNC(=O)c1cccnc1)c1cccnc1	0.8%	1.1%	-5.0%	-3.5%	-5.1%	0.4%	-9.9%[46.1 µM]	-2.9%
CCOC(=O)c1cc(S(=O)(=O)N2CCN(c3ccccc3F)CC2)[nH]n1	-1.7%	.	-7.2%	-0.7%	-4.0%	-5.7%	.	.
COCCn1c(C)cc(C(=O)CSc2nc3ccccc3s2)c1C	-3.5%	0.3%	-6.0%	1.6%	-0.6%	4.7%	-9.0%	-3.5%
CCOC(=O)NN1C(=O)c2ccccc2NC1c1ccccc1 (stereo not given)	-1.1%	6.7%	-14.7%	?	-3.7%	5.6%	10.6%	-4.8%
CCOC(=O)c1c(NC(=O)c2cc(-c3ccccc3)on2)sc2c1CCCC2	-0.2%	.	-4.0%	-1.8%	-15.1%	0.7%	.	.
CCCSc1ncc(Cl)c(C(=O)Nc2ccc(OC)cc2OC)n1	?	.	-10.1%	?	-11.9%	0.3%	.	.
CCOC(=O)C(NC(=O)Nc1ncccn1)(Oc1ccccc1)C(F)(F)F (stereo not given)	-6.1%	-1.8%	1.5%	-0.6%	7.4%	-16.3%	2.5%[46.1 µM]	-7.1%
N#CC1=C(SCC(=O)c2ccc(Cl)cc2)NC2=C(C(=O)CCC2)C1c1ccco1 (stereo not given)	-1.2%	2.2%	-14.5%	1.1%	?	0.3%	-19.0%[46.1 µM]	-9.6%

Three compounds already listed, sorted by length of the SMILES, smallest number first.
SMILES	Epigenetic derep	CBFb-RUNX1 inh	Tau FP inhib	TexasRed fluor	Tau fluor counter	TRb-SRC2 inh	NPSR antagonist	GLA spleen mod
COCCn1c(C)cc(C(=O)CSc2nc3ccccc3s2)c1C	-3.5%	0.3%	-6.0%	1.6%	-0.6%	4.7%	-9.0%	-3.5%
CCOC(=O)C(NC(=O)Nc1ncccn1)(Oc1ccccc1)C(F)(F)F (stereo not given)	-6.1%	-1.8%	1.5%	-0.6%	7.4%	-16.3%	2.5%[46.1 µM]	-7.1%
N#CC1=C(SCC(=O)c2ccc(Cl)cc2)NC2=C(C(=O)CCC2)C1c1ccco1 (stereo not given)	-1.2%	2.2%	-14.5%	1.1%	?	0.3%	-19.0%[46.1 µM]	-9.6%

(list continues)
SMILES	Epigenetic derep	CBFb-RUNX1 inh	Tau FP inhib	TexasRed fluor	Tau fluor counter	TRb-SRC2 inh	NPSR antagonist	GLA spleen mod
CC1CCCCN1C(=O)c1ccc2c(c1)N(Cc1ccc(F)cc1)C(=O)c1ccccc1S2(=O)=O (stereo not given)	-1.1%	.	-5.0%	-6.5%	-19.0%	6.2%	.	.
O=S(=O)(Nc1cc(F)ccc1F)c1ccc2[nH]c3c(c2c1)CCCC3	-0.2%	.	10.8%	2.6%	11.2µM*[quencher]	2.0%	.	.
CCn1c(SCC(=O)N2CCN(c3ccc(F)cc3)CC2)nnc1-c1ccncc1	0.2%	2.9%	4.2%	1.3%	1.3%	-0.8%	-8.9%[46.1 µM]	6.7%
O=C1CCCC(=O)N1c1ccc(NCCOCCO)c([N+](=O)[O-])c1	-0.1%	-2.3%	7.8%	-5.2%	-2.8%	-3.0%	9.1%	-17.6%
Cc1ccc(C2=[N+]([O-])C(C)(C)CC2)cc1	4.4%	3.5%	-0.4%	-1.4%	-5.3%	-6.9%	6.7%[46.1 µM]	-0.3%
CCOC(=O)C(=O)NNc1ccc(Cl)cc1	-0.1%	6.1%	8.2%	-1.3%	-3.9%	3.6%	5.6%	6.3%
CCOc1ccc(/C=N/NC(=O)Cc2cccs2)cc1	1.0%	6.9%	5.2%	-7.2%	-10.5%	-3.5%	-0.2%	9.5%
CC(C)(C)c1ccc(C(=O)NC2(C(F)(F)F)NC(=O)N(CCc3ccccc3)C2=O)cc1 (stereo not given)	1.9%	.	-16.1%	2.3%	-24.4%	-2.3%	.	.
COc1cc(OC)cc(-c2nc(-c3ccc(Br)cc3)no2)c1	8.2%	2.7%	-6.5%	3.0%	-13.6%	9.2%	?	1.2%
CCN1C(=O)N[C@@H](c2cccc(C(F)(F)F)c2)C(C(C)=O)=C1C	.	0.6%[13.1 µM]	-4.6%[11.6 µM]	-0.8%[11.2 µM]	2.9%[11.6 µM]	2.3%[11.2 µM]	.	3.2%[17.5 µM]
Cc1ccc(NC(=O)N2CC3CCCN3c3ccccc32)cc1C (stereo not given)	8.1%	.	3.4%	-1.1%	?	5.0%	.	.
O=C(CC1SC(N2CCCCC2)=NC1=O)Nc1cccc(C(F)(F)F)c1 (stereo not given)	-0.9%	-0.5%	-2.5%	0.9%	-7.9%	-21.6%	7.2%[46.1 µM]	16.1%
CCOC(=O)N1CCN(c2c(Nc3cc(C)[nH]n3)c(=O)c2=O)CC1	-0.4%	3.0%	-6.8%	-1.1%	-8.2%	-2.2%	-5.8%[46.1 µM]	-4.9%
O=C(N/N=C/c1ccc(Br)cc1)c1ccc(F)cc1	1.1%	9.1%	-7.3%	-9.0%	-11.1%	-0.5%	-17.3%	3.2%
Cc1cccc(C2=NN(c3ccccc3)[C@@H](C(=O)N3CCOC3=O)[C@@H]2c2ccc(Cl)cc2)c1	1.4%	?	-0.3%	0.5%	?	2.4%	.	11.8%
Cn1cc(C(=O)N/N=C/c2c(O)ccc3ccccc23)ccc1=O	-3.4%	-1.8%	-2.4%	-2.6%	-7.8%	11.7%	-13.1%	12.9%
O=C(NCc1ccccn1)c1nnc(Cc2ccc(Cl)cc2)o1	-0.3%	8.7%[2.36 µM]	-4.3%	-0.6%	-5.2%	7.1%	6.5%	-5.5%
CCN1CCN(C(=O)c2ccc(CN(c3ccc(C)c(C)c3)S(C)(=O)=O)cc2)CC1	8.9%	6.2%	1.0%	-2.9%	3.5%	-5.1%	4.6%	3.2%
CN(Cc1ccccc1)C(=O)c1c[nH]c2ccc(S(=O)(=O)Nc3ccccc3F)cc2c1=O	12.4%	.	-8.3%	-0.5%	-7.9%	2.1%	.	.
COc1ccc(NC(=O)C(c2ccccc2)N2CCN(c3ccccn3)CC2)cc1Cl (stereo not given)	-1.1%	-20.7%	6.8%	-3.5%	-18.8%	4.2%	-43.1%	0.9%
O=C(NC1CCCCC1)NC1CCCCC1	-0.5%	?	-4.6%	-1.6%	-14.1%	-1.4%	.	-28.0%
COCCCNC(=S)N1CCCC(c2nc3cc(C)c(C)cc3[nH]2)C1 (stereo not given)	0.0%	-2.6%	10.9%	-4.5%	3.4%	-6.0%	-12.8%	-12.5%
O=C(Cc1ccccc1)N1CCCC1c1ccccc1 (stereo not given)	-5.9%	7.6%	3.3%	3.6%	4.3%	2.0%	3.7%[46.1 µM]	4.1%
Cc1ccc(CNC(=O)Cc2c(C)c3cc4c(C)coc4cc3oc2=O)cc1	0.2%	.	-7.2%	0.3%	0.8%	-1.5%	.	.
CCCCNCC(O)(c1ccc(Cl)cc1)c1ccc(Cl)cc1	-0.5%	-0.5%	-3.6%	-4.1%	-5.2%	3.8%	-54.9%	-1.8%
